# High-throughput results from PubChem BioAssay.
# Furin inh – human furin inhibition | AID 463115 | inhibition, % at 30 µM | actives 0.061% (n = 220,000) | purified furin, fluorogenic substrate cleavage | P09958; in the data active = inhibition above about 25%; note: inactives centre near -15
# TbHK1 inh – T. brucei hexokinase 1 inhibition. actives 0.11% (n = 220,000). inhibition, % at 10 µM. recombinant TbHK1, G6PDH-coupled NADH A340;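 active = inhibition of 50% or more in the single-dose primary screen; inactive = inhibition below 50%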
# PPC-1+TRAIL kill – compounds killing PPC-1 cancer cells with TRAIL present (potentiator screen, no TRAIL-free arm); PPC-1 cells + TRAIL, ATPLite viability luminescence; cell killing (% activity), % at 4 µM; actives 0.41% (n = 220,000);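 active = cell killing above 50% in the first pass at 4 µM, then a duplicate retest at 5 µM averaging 50% or more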;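 note: plate controls were cells with TRAIL plus DMSO for no effect and medium-only wells lacking cells for full effect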
# BaF3 tox – parental Ba/F3 viability inhibition as JAK2V617F counter-screen. CellTiter-Glo ATP luminescence. inhibition, % at 5.6 µM. actives 1.1% (n = 220,000). AID 1486;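 active = inhibition above a per-campaign cutoff, the mean inhibition of all tested compounds plus 3 SD, cut at about 27% in these data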;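 note: 0% = DMSO wells and 100% = JAK Inhibitor I control wells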
# RBBP9 inhibitor – inhibitors of human serine hydrolase RBBP9; O75884; recombinant RBBP9, FP-Rh probe fluorescence polarization; inhibition, % at 7.94 µM; actives 0.2% (n = 220,000); AID 1515;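 active = inhibition above the campaign mean of all tested compounds plus 3 SD, cut at about 14% in these data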;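 note: plate controls were DMSO wells with RBBP9 for no effect and wells lacking RBBP9 protein for full effect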
# Target sequence (O75884 whole entry, looked up): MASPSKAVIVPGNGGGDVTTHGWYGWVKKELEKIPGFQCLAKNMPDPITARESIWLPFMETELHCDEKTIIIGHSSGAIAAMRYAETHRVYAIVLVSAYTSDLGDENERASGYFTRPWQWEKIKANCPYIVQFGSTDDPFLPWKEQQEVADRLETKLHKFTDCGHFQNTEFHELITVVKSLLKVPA
#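 Measured by – fluorescence polarization · Test system – RBBP9 protein · Input – 2.5 µM RBBP9 dispensing solution, before mixing · Measure – percent inhibition from mP, scaled between DMSO and no-protein wells · Benchmarks – DMSO-treated enzyme wells and wells lacking RBBP9 · Times – preincubation 30 min plus labeling 45 min at 25 °C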
# Ba/F3 V617F tox – reduce viability of Ba/F3 cells dependent on JAK2V617F; Ba/F3 EpoR-JAK2V617F viability, ATP luminescence; AID 1446; inhibition, % at 5.6 µM; actives 1.1% (n = 220,000);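 active = inhibition above the campaign mean plus 3 SD over all tested compounds, cut at about 24% in these data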;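 note: cytokine-independent growth of Ba/F3 cells driven by EpoR plus mutant JAK2; 0% = DMSO-treated cells and 100% = JAK inhibitor I control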
# p97 inhibitor – inhibitors of human p97 ATPase; P55072; actives 0.42% (n = 220,000); recombinant p97 ATPase, Kinase-Glo ATP luminescence, 3 h; inhibition, % at 8 µM; in the data active = inhibition above about 15%;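 note: 0% = DMSO vehicle and 100% = wells lacking enzyme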
# PGE2 EP2 inh – blocks the human prostaglandin E2 receptor EP2; C6 glioma cells expressing human EP2, cAMP TR-FRET; cells stimulated with saturating PGE2; inhibition, % at 25 µM; actives 0.52% (n = 260,000);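 active = percent inhibition above 40 after rounding to a whole number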;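 note: rat C6 glioma host cells with rolipram phosphodiesterase inhibitor present; the protocol text gives 20 µM as final concentration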
# Target sequence (P43116 whole entry, looked up): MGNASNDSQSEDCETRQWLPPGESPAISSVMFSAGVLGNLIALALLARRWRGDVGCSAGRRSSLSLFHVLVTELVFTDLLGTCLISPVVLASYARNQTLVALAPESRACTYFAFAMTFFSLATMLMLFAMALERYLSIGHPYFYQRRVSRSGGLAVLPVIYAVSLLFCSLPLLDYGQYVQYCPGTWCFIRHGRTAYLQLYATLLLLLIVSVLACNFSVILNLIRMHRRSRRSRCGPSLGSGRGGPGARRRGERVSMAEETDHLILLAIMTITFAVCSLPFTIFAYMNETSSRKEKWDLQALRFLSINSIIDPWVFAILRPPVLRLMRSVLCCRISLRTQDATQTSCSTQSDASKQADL
# p47phox inh – inhibitors of human p47phox binding. p47phox/p22phox peptide binding, fluorescence polarization, 2 h. inhibition, % at 24.7 µM. actives 0.53% (n = 220,000). AID 1274;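 active = inhibition above about 30%, limit read from the data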;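 note: 0% = p47phox with labelled peptide and 100% = labelled peptide alone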
# Target sequence (P14598 whole entry, looked up): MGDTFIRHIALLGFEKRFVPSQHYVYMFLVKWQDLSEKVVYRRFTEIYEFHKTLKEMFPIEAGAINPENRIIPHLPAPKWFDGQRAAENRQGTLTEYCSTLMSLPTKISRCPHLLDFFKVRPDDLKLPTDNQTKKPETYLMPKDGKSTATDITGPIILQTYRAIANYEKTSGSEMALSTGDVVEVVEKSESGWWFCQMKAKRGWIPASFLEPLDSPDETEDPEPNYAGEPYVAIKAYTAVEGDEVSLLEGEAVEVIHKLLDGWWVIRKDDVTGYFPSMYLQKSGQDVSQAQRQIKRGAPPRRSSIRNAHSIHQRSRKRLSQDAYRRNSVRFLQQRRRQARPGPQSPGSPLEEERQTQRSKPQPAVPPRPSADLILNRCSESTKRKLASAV
# An asterisk follows results filed as active; · = no result given; & = joins results of further samples; [ ] = dose if it differs, or a comment.
Structure	p97 inhibitor	Ba/F3 V617F tox	RBBP9 inhibitor	p47phox inh	PPC-1+TRAIL kill	Furin inh	BaF3 tox	PGE2 EP2 inh	TbHK1 inh
CC(=O)Oc1cccc(N2C(=O)C3C4C=CC(C4)C3C2=O)c1 (stereo not given)	8	-2	-3	1	-6	-17	8	3	6
Cc1ccc(C)c(N2CCN(C(=O)CN(C)S(=O)(=O)c3ccc4c(c3)CCC(=O)N4)CC2)c1	1	-3	-2	-3	11	-24	6	14	-16
CCCCNC(=S)NNC(=O)CCn1cc(C)cn1	5	-1	-7	-16	17	-22	7	10	0
Cn1ccnc1SCc1cn2ccccc2n1	3	-4	6	-10	12	-20	-1	2	-4
Cc1ccc(CNC(=O)CCNC(=O)Cn2ccc3ccccc3c2=O)o1	5	-2	-3	-4	18	-19	-1	4	-4
COc1ccc(-n2c(Cc3cccn3C)nnc2SCC(=O)NCc2ccco2)cc1	2	-5	-2	-13	4	-14	-1	5	10
O=C(NC1CCCCC1)C(c1cccs1)N(CCCN1CCOCC1)C(=O)c1ccc(-c2ccccc2)[nH]1 (stereo not given)	-1	-1	-7	-45	26	-17	8	0	-18
CC(=O)Cn1c2ccccc2n2nc(CCC(=O)O)c(=O)nc12	7	-3	-4	-11	19	-22	1	4	-11
O=C(Nc1cccc(-c2cn3cccnc3n2)c1)c1ccco1	4	-3	-3	-14	-1	-38	1	9	12
Cc1nnc2n1NC(c1ccc(Cl)cc1)C(C(=O)N1CCC(C)CC1)S2 (stereo not given)	0	-3	-4	2	22	-13	2	13	-7
CCOC(=O)c1nn(-c2cccc(OC)c2)c(-c2ccccc2)c1C(=O)c1ccccc1	1	0	-5	-7	-13	-13[20 µM]	3	8	4
O=C(NC12CC3CC(CC(C3)C1)C2)N1CCN(c2ncccn2)CC1	5	0	-7	-4	3	-16	0	3	-2
COc1ccc(-c2noc(-c3ccccc3C(=O)Nc3cccnc3)n2)cc1	-1	-5	-3	-7	15	21[20 µM]	0	4	-3
COC(=O)c1cc(-c2ccccc2)sc1N	-7	13	-3	-2	-11	-6[20 µM]	14	16	-21
Cc1cccc(C)c1OCc1nnc(SCC(=O)Nc2cccc(C(=O)N3CCOCC3)c2)n1C	0	2	-10	6	24	-10	0	11	-4
CCOC(=O)C1CCN(C(=O)Nc2ccc3nccnc3c2)CC1	-6	5	-2	-11	16	-7[20 µM]	7	18	-11
O=[N+]([O-])C1=CC=C2C(=NC3(CCCCC3)N2O)C1=NCCO	3	0	-9	16	12	-11[20 µM]	1	·	-22
Cc1ccc(/C=C2\SC(=S)N(CC(=O)Nc3cccnc3)C2=O)cc1	3	0	-7	-3	5	-29	8	4	-11
CCCOc1ccc(N2C(=O)CC(N3CCCC(C(=O)N4CCCC4)C3)C2=O)cc1 (stereo not given)	-4	3	-2	5	1	-8[20 µM]	8	9	-3
O=[N+]([O-])c1ccccc1/C=C/C=N/Nc1nc(N2CCCCC2)nc(N2CCCCC2)n1	-2	2	1	-14	10	-18	4	8	-3
Cc1nc(CCNC(=O)CC2C(=O)NCCN2Cc2ccoc2)nc2c1CCCC2 (stereo not given)	0	3	-6	12	-3	-20	0	-2	-4
CC(=O)c1ccc(N2CCN(C(=O)COc3ccc(F)cc3)CC2)c(F)c1	-5	0	-16	-9	-14	-7	3	18	-15
Cn1c(N)c(C(=O)/C=C/c2ccccc2)c(=O)[nH]c1=O	6	-2	-1	-10	10	-5	-1	9	-44
Cc1ccc(NNC(=O)c2c(F)cccc2Cl)cc1C	11	-5	-10	4	5	-16	-1	15	-10
c1ccc(COc2ccc(OCCn3cncn3)cc2)cc1	5	1	11	-3	9[5 µM]	-8[20 µM]	3	14	-4
CCN(CC)CCCN1C(=O)C(=O)/C(=C(/O)c2ccc(C)cc2)C1c1ccccn1 (stereo not given)	2	1	-5	-9	25	-6[20 µM]	1	23	-27
O=C(O)CN1CCN(Cc2ccccc2)C1=O	1	-4	-3	-2	·	-19	-2	5	-11
Cc1cc(C)cc(NC(=S)N(C)C)c1	7	2	-4	-2	25	-14	0	14	-3
CCCNS(=O)(=O)c1cccn1-c1ncc(C(F)(F)F)cc1Cl	0	0	-3	-10	-16	-29[20 µM]	5	10	-6
Cc1ccc(-n2cccc2/C=C2\C(=N)N3N=C(C(C)C)SC3=NC2=O)cc1	-4	5	-16	-39	-6	-20	9	7	-4
Cc1ccc(CN(Cc2ccccc2)C(=S)NCC(=O)NCc2cccnc2)o1	3	0	4	-3	4	-26	9	4	-3
CCCCN(CC)C(=O)Cc1ccc(Br)cc1	2	-2	3	2	9	-27	5	2	-1
COc1ccc(NC(=S)N(CCN2CCOCC2)Cc2ccccc2F)cc1	3	-1	-10	-15	7	-34	6	1	4
CCCC(C)C(=O)Nc1ccc(C(N)=O)cc1 (stereo not given)	2	-4	1	-12	3	-10[20 µM]	3	5	-1
O=C(Cn1cccc(C(F)(F)F)c1=O)c1ccc(Cl)cc1	0	0	-6	1	8	-26	-5	2	10
O=C(NCc1ccc2c(c1)OCO2)C1CCCN(S(=O)(=O)c2cccnc2)C1 (stereo not given)	4	-2	-2	-6	27	-23	1	9	-6
O=C(NCC(c1cccnc1)N1CCOCC1)C1CCCCC1 (stereo not given)	2	2	-3	-12	5	-14[20 µM]	-3	8	-7
CCCCCCNc1nc(NCc2ccco2)nc(OCC)n1	-1	-2	5	-10	0	-10[20 µM]	0	10	7
Cc1cc(=O)oc2cc(OCc3ccc(C(=O)OCC(=O)Nc4ccc(N(C)C)cc4)cc3)ccc12	1	2	-4	11	24	-30	6	3	-12
Clc1ccc(CSc2nnc(-c3cccnc3)o2)cc1	3	-4	-5	-8	14	-21[20 µM]	1	7	-2
Cc1cc2ncn(/N=C/c3cc(Br)ccc3O)c2cc1C	2	-5	12	-8	-2	-19	3	7	-7
O=C(O)Cn1nc(-c2ccc(F)cc2)oc1=O	2	4	-5	-2	-2	-9	3	7	31
COC(=O)c1cc(NC(=O)CC2C(=O)NCCN2C(=O)c2ccc(F)cc2)cc(C(=O)OC)c1 (stereo not given)	-2	2	-13	-3	8	5[20 µM]	7	19	6
CCOC(=O)C1(Cc2cccc(F)c2)CCN(Cc2cnn(CC)c2)CC1	0	4	1	1	-10	-15	4	6	9
O=C(NCc1ccccc1)OCCN1CCN(Cc2ccccc2)CCC1=O	-2	1	-13	5	6	-11	0	11	0
FC(F)Oc1ccc(/C=N/N2CCCCC2)c(OC(F)F)c1	1	-3	-3	-3	10	-18	-1	7	-2
O=C(NCc1cccs1)c1csc2ccccc12	3	0	0	-14	9	-17[20 µM]	9	4	7
O=C(c1cccs1)N1CCN(C2CCN(Cc3ccccc3)CC2)CC1	-3	4	-2	-2	6	-15[20 µM]	2	12	1
CC(C)(C)C(=O)c1sc2nc(-c3cccs3)cc(C(F)(F)F)c2c1N	-1	0	-6	-103	7	-25	5	12	-11
CCOC(=O)c1c(NC(=O)CSc2nc3ccccc3s2)sc(C(C)=O)c1C	1	-2	-2	-27	20	-16[20 µM]	0	18	-3
C#CCOCCOCCOCCNc1nc(N2CCN(C(=O)[C@H]([C@@H](C)CC)n3cc([C@@H](N)CO)nn3)CC2)nc(N2CCN(C(=O)[C@H]([C@@H](C)CC)n3cc([C@@H](N)Cc4ccc(O)cc4)nn3)CC2)n1	1	0	0	-13	20	-32	-4	9	2
O=C(O)CSc1ncnc2scc(-c3ccc(Br)cc3)c12	-4	4	-7	-10	-25	-9	3	8	9
COc1ccc2[nH]c(O)c(N=O)c2c1	1	4	3	-8	-17	-20	8	17	-5
CC(=O)C(Sc1nnnn1-c1ccccc1)C(C)=O	-5	2	-10	-1	-10	-13	3	5	7
COC(=O)c1sc(C(=O)OC)c(C(=O)OC)c1C(=O)OC	0	4	-2	-4	10	-16	7	9	-4
Cc1ccccc1Nc1nc(N)nc(COC(=O)C(NC(=O)c2ccco2)C(C)C)n1 (stereo not given)	-9	2	-12	-9	8	-14	3	6	-5
O=C(N/N=C/c1ccc(Cl)c([N+](=O)[O-])c1)c1ccc2nc[nH]c2c1	3	-1	-11	-5	13	-21[20 µM]	0	26	-10
Nc1ccc(S(=O)(=O)NC(=O)c2ccccc2)cc1	-2	3	-4	-3	8	-13	6	21&5	5
COC(=O)[C@@]1(Cc2ccc(OC)cc2)[C@H]2c3cc(C(=O)N(C)C)n(CCc4ccc(OC)c(Br)c4)c3C[C@H]2CN1C(=O)c1ccccc1	4	2	-4	-28	2	-6	9	·	-6
O=C(NC(=O)c1cccc(F)c1)Nc1nc(-c2ccc(F)cc2)cc(C(F)(F)F)n1	0	1	-7	0	13	-35	9	4	-6

# Continuation.
Structure	p97 inhibitor	Ba/F3 V617F tox	RBBP9 inhibitor	p47phox inh	PPC-1+TRAIL kill	Furin inh	BaF3 tox	PGE2 EP2 inh	TbHK1 inh
CN(c1ccc(C(=O)N2CCN(Cc3ccc4c(c3)OCO4)CC2)cc1)S(=O)(=O)c1ccccc1	-1	1	-5	2	22	-19[20 µM]	4	6	-13
COc1ccc(OC)c(NC(=O)CNC(=O)Cn2cnc3ccccc3c2=O)c1	5	1	-2	-2	-24	-18	9	7	-1
O=C(CNC(=O)c1ccco1)OCC(=O)c1ccccc1Cl	5	-4	-7	6	6	-15	-4	7&5	-4
COc1ccccc1CN1CCSCC1	4	-1	2	-3	-2	-22[20 µM]	5	27	-4
Cc1ccc(SCC(=O)n2nc(C)cc2C)cc1	1	-2	-2	-4	3	-11	5	4	27
COc1ccc(C(CC(=O)Nc2ccccc2OC)n2cccc2)cc1 (stereo not given)	5	-4	-3	-1	8	-4	3	8	34
COC(=O)CN1C(=O)C(O)(CC(=O)c2ccccc2)c2ccccc21 (stereo not given)	6	0	-1	1	15	-20	4	7	0
CN1CCN(c2ccc(S(=O)(=O)N3CCCCC3)cc2NC(=O)c2ccc(F)cc2F)CC1	-1	-1	0	0	20	-10	7	3	-3
CCC(=O)Nc1ccc(C(=O)CSc2nnc(-c3ccccc3F)n2CCc2ccccc2)cc1	0	3	-6	-38	16	-10	9	10	-7
CCOC(=O)c1c(-c2ccccc2)nc2c(C)cccn12	4	-2	-3	-8	21	-19[20 µM]	4	8	4
CN(Cc1nc(-c2ccc3c(c2)OCO3)no1)CC1(N2CCOCC2)CCCCC1	0	-3	-7	-10	27	-31	5	11	-2
COc1ccc(CCNC(=O)C(=O)NCCCN2CCOCC2)cc1	0	6	-5	-1	17	-22	3	5	5
CN1CCc2[nH]c3ccc(C(=O)NN)cc3c2C1	4	-2	2	-3	16	-13[20 µM]	2	6	-11
CCCCS(=O)(=O)Nc1ccc2c(c1)ncn2C1CCCCC1	-8	4	-2	-3	-10	-6[20 µM]	1	1	7
N#CCCn1cc(/C=N/O)c(-c2ccc(F)cc2)n1	5	-5	-10	0	21	-20[20 µM]	0	13	1

# Some of these compounds in order of number of heavy atoms, lowest first:
Structure	p97 inhibitor	Ba/F3 V617F tox	RBBP9 inhibitor	p47phox inh	PPC-1+TRAIL kill	Furin inh	BaF3 tox	PGE2 EP2 inh	TbHK1 inh
COc1ccc(CCNC(=O)C(=O)NCCCN2CCOCC2)cc1	0	6	-5	-1	17	-22	3	5	5
COc1ccc(C(CC(=O)Nc2ccccc2OC)n2cccc2)cc1 (stereo not given)	5	-4	-3	-1	8	-4	3	8	34
CN1CCN(c2ccc(S(=O)(=O)N3CCCCC3)cc2NC(=O)c2ccc(F)cc2F)CC1	-1	-1	0	0	20	-10	7	3	-3

# An excerpt; count on the stated rates, not on these rows.
